Assay outcomes (PubChem)
SIRT5 inh: sirtuin-5 (human) deacylase inhibition. Q9NXA8. Purified SirT5, succinyl-peptide AMC, trypsin-coupled fluorescence. inhibition, % at 15 µM. 330,000 tested, 1.1% active. AID 652115; in the data active = inhibition above about 15%; inconclusive = no clear call, values can overlap the other calls
ERp5 block: inhibitors of human ERp5; Q15084; 350,000 tested, 0.05% active; inhibition, % at 9.99 µM; ERp5 insulin aggregation, absorbance 650 nm, 90 min;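 active = mean replicate inhibition above about 25%, with every replicate also reaching it, limit read from the data, passing the limit was not always enough; inconclusive = only one of those two criteria met; inactive = neither criterion met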
Target sequence (Q15084 whole entry, looked up): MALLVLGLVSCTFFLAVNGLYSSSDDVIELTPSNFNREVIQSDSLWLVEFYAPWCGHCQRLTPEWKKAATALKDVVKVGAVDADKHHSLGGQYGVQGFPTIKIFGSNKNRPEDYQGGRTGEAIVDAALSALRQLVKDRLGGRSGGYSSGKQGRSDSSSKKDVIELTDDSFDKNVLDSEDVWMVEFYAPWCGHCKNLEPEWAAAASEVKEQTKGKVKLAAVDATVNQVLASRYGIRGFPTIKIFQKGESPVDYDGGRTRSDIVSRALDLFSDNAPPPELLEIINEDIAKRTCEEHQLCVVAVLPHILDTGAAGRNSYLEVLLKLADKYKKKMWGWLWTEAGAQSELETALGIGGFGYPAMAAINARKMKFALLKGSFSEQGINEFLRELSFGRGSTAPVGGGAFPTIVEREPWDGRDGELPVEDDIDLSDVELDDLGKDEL
S100A4 inh HTS: inhibitors of human S100A4 binding to myosin IIA peptide; P26447; S100A4/TAMRA-MyoIIA peptide fluorescence polarization; inhibition, % at 10.7 µM; 360,000 tested, 0.14% active;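 active = mean inhibition of at least 70% across replicates, with every replicate also reaching that level; inconclusive = mean inhibition reaches 70% but some replicates fall short; inactive = mean inhibition below 70%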
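Test system – S100A4 monomer (human) · Compound – single-point compound testing · Schedule – 5 min incubation before reading · Probe or stimulus – TAMRA-labelled myosin IIA heavy-chain peptide probe, 5 nM · Benchmarks – neutral control DMSO, positive control TFP · Medium – Calcium-containing HEPES buffer, pH 7.2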
Statin myotox sup: protects C2C12 myotubes from simvastatin toxicity; ATP luminescence, 48 h; scaled: DMSO 0, geranylgeraniol control 100; 330,000 tested, 0.78% active; rescue of ATP level, % at 7.49 µM;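 active = mean ATP rescue above about 67%, or every replicate alone reaching that limit, limit read from the data, passing the limit was not always enough; inconclusive = no clear call, values can overlap the other calls; inactive = mean under the limit and some replicate under it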;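 note: myotubes were challenged with 10 µM simvastatin during compound exposure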
DENV2 CPE rescue: protects cells from dengue virus 2 cytopathic effect | CPE inhibition, % at 9.99 µM | 350,000 tested, 1.7% active | DENV2-infected cells, cytopathic effect rescue, plate reader; in the data active = CPE inhibition above about 20%, passing the limit was not always enough; inconclusive = no clear call, values can overlap the other calls; tested in BHK-21 cells;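 note: 0% = median of neutral control wells and 100% = median of positive control wells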
PglD DTNB: blocks C. jejuni PglD acetyltransferase activity | purified PglD enzyme, DTNB colorimetric CoA detection | 360,000 tested, 0.098% active | inhibition, % at 12.5 µM; in the data active = inhibition above about 16%, passing the limit was not always enough; inconclusive = no clear call, values can overlap the other calls; note: strong numbers were not always called active
E-selectin induc: induces E-selectin expression in human endothelial cells | P16581 | 260,000 tested, 0.37% active | HUVEC E-selectin immunofluorescence imaging; normalized: neutral wells 0, TNF-alpha wells 100 | AID 686992 | activation, % at 7.58 µM;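 active = mean E-selectin-positive cell signal at least 10% of the positive control, reached in at least 60% of replicates, without over 20% cell loss; inconclusive = no rule given, readout overlaps actives, possibly toxicity-flagged; inactive = the rest, including those meeting only one limit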;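 note: in these data hits start at about 27%; measured in HUVEC primary endothelial cells; signal is the percent of cells scored E-selectin positive by PE staining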
Target sequence (P16581 whole entry, looked up): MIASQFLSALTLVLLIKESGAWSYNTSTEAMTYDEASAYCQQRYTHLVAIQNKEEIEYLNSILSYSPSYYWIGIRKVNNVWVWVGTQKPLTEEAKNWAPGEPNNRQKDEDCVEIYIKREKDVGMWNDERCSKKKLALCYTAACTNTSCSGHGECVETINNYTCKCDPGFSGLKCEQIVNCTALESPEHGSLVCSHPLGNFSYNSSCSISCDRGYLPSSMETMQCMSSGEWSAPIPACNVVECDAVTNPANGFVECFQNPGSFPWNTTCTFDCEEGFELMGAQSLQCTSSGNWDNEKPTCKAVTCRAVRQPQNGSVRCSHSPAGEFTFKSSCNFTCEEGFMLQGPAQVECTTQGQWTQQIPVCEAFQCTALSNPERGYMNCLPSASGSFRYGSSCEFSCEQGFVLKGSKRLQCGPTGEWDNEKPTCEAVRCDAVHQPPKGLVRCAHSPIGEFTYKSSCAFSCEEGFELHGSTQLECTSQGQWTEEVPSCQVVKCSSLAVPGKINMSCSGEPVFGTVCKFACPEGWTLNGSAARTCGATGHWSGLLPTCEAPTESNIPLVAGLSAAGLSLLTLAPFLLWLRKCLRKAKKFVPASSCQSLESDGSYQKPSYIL
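material = human umbilical vein endothelial cells (HUVEC), E-selectin induction | quantity = 3,000 cells/well | medium = EGM-2 growth medium on 0.1% gelatin-coated wells | technique = immunofluorescence imaging | read-out basis = % PE-positive cells | control set = TNF-alpha positive control, DMSO neutral control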
* marks the source's active call; other numbers are inactive results; ? = inconclusive; / = no result given; & = joins results of further samples.

Every second line gives: SIRT5 inh, ERp5 block, S100A4 inh HTS, Statin myotox sup, DENV2 CPE rescue, PglD DTNB, E-selectin induc
CCCCc1ccc(NS(=O)(=O)c2cccc(C(=O)N3CCNC(=O)C3)c2)cc1
    -4, -15, 3, /, 1, /, -0.2
COc1ccc(C(=O)N2CCN=C2SCc2cccnc2)cc1OC
    /, 0, 2, -11, -1, 1, /
O=C(NNS(=O)(=O)c1ccc(F)cc1)c1cnccn1
    4, 1, -4, 10, -3, /, 0.0
COc1ccc(/C=N\NC(=O)c2ccccc2Cl)cc1COc1c(F)c(F)c(F)c(F)c1F
    -2, 4, -5, -12, ?, -1, -0.2
C=C(C)c1cccc(C(C)(C)NC(=O)NCc2cccnc2)c1
    -1, 0, -3, /, 0, /, 7.7
C[C@@H]1CN([C@@H](C)CO)C(=O)c2cc(NS(C)(=O)=O)ccc2O[C@H]1CN(C)C(=O)Nc1ccc(C(F)(F)F)cc1
    1, -2, 3, -19, 14, -1, -11
CCOC(=O)c1ccc(S(=O)(=O)N2CCN(C3CCCC3)CC2)cc1
    1, 3, -1, /, 4, /, /
Cc1cc(C(=O)N/N=C/c2c(C)nn(-c3ccccc3)c2C)c(C)o1
    -1, -5, 5, /, -2, -1, /
O=C(Cc1ccccn1)N[C@H]1CC[C@H](CCn2cc(-c3ccccc3)nn2)O[C@@H]1CO
    0, 5, 1, 1, -5, -4, 0.2
Cc1cc(N2CCC(C)CC2)n2nc(C)c(-c3ccccc3)c2n1
    /, /, /, -6, /, 8, -0.2
Cc1c(C(=O)NCc2ccc3c(c2)OCCO3)sc(=O)n1Cc1ccc(S(=O)(=O)N(C)C)cc1
    /, -2, -1, -12, 10, -1, /
CC(/C=C1\SC(=S)N(CC(=O)N2CCN(c3ccccc3)CC2)C1=O)=C\c1ccccc1
    -1, 5, -8, /, 1, /, 0.0
CC(C)COC(=O)N(C)C[C@@H]1OCc2cn(nn2)CCCC(=O)N([C@H](C)CO)C[C@H]1C
    1, 0, -7, 6&0, 7, 1, 0.4
COc1ccc(S(=O)(=O)N(C)C[C@@H]2OCCCC[C@@H](C)Oc3ccc(N(C)C)cc3C(=O)N([C@H](C)CO)C[C@H]2C)cc1
    -7, -6, -2, -7, -2, 3, 1.5
COc1ccccc1-c1nc2ccc(Cl)cc2c(=O)n1O
    -2, 2, 1, /, 0, /, /
CO[C@@H]1CN(C)C(=O)c2cc(NC(=O)NC3CCCCC3)ccc2OC[C@H](C)N(C(C)=O)C[C@@H]1C
    -1, -3, 11, 11, -5, -1, 0.2
Cc1ccc(S(=O)(=O)N(C)C[C@@H]2Oc3ccc(NS(=O)(=O)c4cccs4)cc3CC(=O)N([C@@H](C)CO)C[C@H]2C)cc1
    0, 4, -8, -40, -7, 3, -0.1
O=C(C[C@@H]1CC[C@@H]2[C@H](COC[C@@H](O)CN2CC2CCCCC2)O1)NCC1CC1
    -1, -4, 1, -6, 9, 2, -0.1
COc1ccc2c3c(n(C)c2c1)[C@@H](CO)N(C(=O)Nc1ccc(F)cc1)CC31CCN(C(=O)Cc2ccncc2)CC1
    /, 0, -4, /, 40*, /, 0.0
O=C(O)c1cc2c(N3CCC(Cc4ccccc4)CC3)ncnc2s1
    -3, 7, -5, 5, 1, /, /
Cc1ccsc1C(=O)N1CCCC(CO)(Cc2ccccc2F)C1 (centres undefined)
    5, -1, 3, 0, 1, 0, -1.1
O=C1C(=O)c2ccccc2C([O-])=C1[n+]1ccccc1
    -7, 4, 12, 4, 5, -3, 4.3
CCN(CC)CCOC(=O)c1ccc(Cl)cc1Cl
    1, 6, -5, /, 15, /, /
O=C(CCc1nnc(C2CCCCC2)o1)NCCCOc1cccnc1
    -4, 1, -5, /, -8, /, /
O=C(C[C@H]1CC[C@@H]2[C@H](COC[C@H](O)CN2C(=O)c2cc(Cl)cc(Cl)c2)O1)N1CCc2ccccc2C1
    -8, -4, -3, 12, 2, 1, -0.1
O=C(NN=Cc1ccc(F)c(F)c1)c1ccc(NS(=O)(=O)c2cccs2)cc1
    3, 3, 23, /, 4, /, 0.2
Cn1c(CCN2CCN(c3ccccn3)CC2)nc2cc(NS(=O)(=O)c3ccc(F)cc3)ccc21
    -8, -5, -1, 10, -5, 1, 0.2
COc1ccccc1-c1ccc2n(c1=O)C[C@@H]1[C@@H](CO)[C@H](C(=O)NC3CCC3)N(C(=O)C3CCC3)[C@H]21
    -16, -3, 5, 11, -3, -2, 0.0
CCOC(=O)CC(=O)Nc1c(C)cc(C)cc1C
    8, 1, -3, -32, 12, -2, /
CCc1ccc(NC(=O)CSc2nnc(-c3cnccn3)n2Cc2ccco2)cc1
    -1, 3, 7, 18, /, -2, /
Cc1ccc(-c2cnc3c(c2)C(=O)N([C@H](C)CO)C[C@H](C)[C@@H](CN(C)C(=O)Cc2cccnc2)O3)cc1
    1, 0, -8, 15, -7, -7, 1.5
COc1ccc(C(C(=O)NCc2ccccc2)N(Cc2ccco2)C(=O)c2snc(C(N)=O)c2N)cc1 (centres undefined)
    -1, 4, -5, -13, 6, -6, /
C[C@H](CO)N1C[C@H](C)[C@@H](CN(C)Cc2ccc(Cl)c(Cl)c2)Oc2ccc(NC(=O)Nc3cccc4ccccc34)cc2C1=O
    -3, 17, -35, /, 16, 4, 0.2
CC(=O)c1nnn(-c2c(F)cccc2F)c1C
    -4, -2, -3, -4, 5, -6, -0.4
CC(C)c1ccc(C(=O)OCC(=O)NC2CCCC2)cc1
    -3, -1, -29, 11, 8, 6, /
CC(NC(=O)CCC(=O)NC(C)c1ccccc1)c1ccccc1 (centres undefined)
    -3, 5, 0, 6, -2, -6, /
CSc1nc(-c2ccccc2)c(C#N)c(=O)[nH]1
    -4, 1, -1, -23, 8, -2, -0.1
Cc1ccc2nc(SCn3nnc4ccccc4c3=O)[nH]c2c1
    -1, 1, 9, /, 17, -12, /
NNC(=O)c1nc[nH]c1C(=O)Nc1ccccn1
    -2, 8, -1, /, 0, /, /
Cc1cc(=O)oc2cc(OCC(=O)NC3CC(C)(C)NC(C)(C)C3)c(Cl)cc12
    5, -2, 5, 11, -1, -3, /
O=C1N(CN2CCN(Cc3ccccc3)CC2)c2ccccc2C12OCCCO2
    2, 6, 5, 6, 3, -3, 6.6
O=C(NCC1CCCO1)c1cn(-c2ccccc2)nc1-c1ccc(F)cc1 (centres undefined)
    -2, -7, 0, -8, -1, -4, /
O=C(c1cccnc1)N1CCCC(Nc2ccc(F)cc2)C1 (centres undefined)
    1, 1, -13, -15, 12, -3, /
Cc1cc(C)cc(CC(=O)N2CCC2(C)C(=O)NS(=O)(=O)c2ccccc2Cl)c1 (centres undefined)
    -2, 0, 0, 6, ?, -3, -0.1
CCCS(=O)(=O)NC(=O)C1(C)CCN(C(=O)c2oc3ccccc3c2C)C1 (centres undefined)
    -1, 7, 7, 3, 5, -3, 0.1
O=C(c1cnn(C(=O)c2cccc(S(=O)(=O)N3CCOCC3)c2)c1)c1ccccc1O
    -2, -1, -6, /, 7, /, /
COc1ccc(NC(=O)N(C)C[C@@H]2Oc3c(NS(=O)(=O)c4cccs4)cccc3C(=O)N([C@H](C)CO)C[C@@H]2C)cc1
    1, 11, -42, -5, -10, 1, -9.4
CC1CCN(C(=O)c2ccc(CNc3c(N4CCCC4)c(=O)c3=O)cc2)CC1
    1, 1, 14, /, -6, -4, 0.2
O=c1c2ccccc2ncn1-c1ccc([N+](=O)[O-])cc1[N+](=O)[O-]
    -2, 3, -2, 28, 1, 5, 0.1
CCc1c(C(=O)NC(C)C2CCCO2)csc1C (centres undefined)
    -1, -2, -10, /, -6, -4, -0.3
CNc1cc(-c2c(OC)cccc2OC)ncn1
    -4, 4, 0, -6, -8, -1, -0.6
O=C(N/N=C/c1ccncc1)c1ccc(COc2cccc3cccnc23)cc1
    -2, 8, -6, -11, -7, -4, /
O=C(CC(F)(F)F)N1C[C@H]2[C@@H](c3ccccc31)[C@@H](CO)N2C(=O)c1cccnc1
    -1, 9, -10, 0, 17, 1, -0.5
CC(=O)N(c1ccc2oc(=O)sc2c1)S(=O)(=O)c1ccc(C)cc1
    -2, 2, 1, 16, 4, -2, /
COc1ccccc1N(CC(=O)NCCSc1ccccn1)S(=O)(=O)c1ccccc1
    1, 1, 5, -11, 15, 4, 37*
Cc1ccc(S(=O)(=O)N(C)C[C@H]2Oc3ccc(NC(=O)CCN4CCOCC4)cc3CC(=O)N([C@H](C)CO)C[C@@H]2C)cc1
    2, 0, -1, 23, -8, -2, -0.2
CS(=O)(=O)N(CC(=O)O)Cc1cccc(CN(CC(=O)O)S(C)(=O)=O)c1
    /, -5, 2, -2, -12, 8, 0.7
COc1cccc(NC(=O)c2ccccc2-c2ccccc2C(=O)O)c1
    -1, 0, 0, -4, -5, 1, 0.2
O=C(COC(=O)c1ccc(Cl)nc1)Nc1c(Cl)cccc1C(F)(F)F
    0, 3, -1, 5, 1, -3, -0.4
CCCCCC1CCC(c2ccc(/C(N)=N/O)cc2)CC1 (centres undefined)
    1, /, 2, -19, 1, 2, /

Looked up by compound from the entries so far, 6 records:
Every second line gives: SIRT5 inh, ERp5 block, S100A4 inh HTS, Statin myotox sup, DENV2 CPE rescue, PglD DTNB, E-selectin induc
CC1CCN(C(=O)c2ccc(CNc3c(N4CCCC4)c(=O)c3=O)cc2)CC1
    1, 1, 14, /, -6, -4, 0.2
CCc1c(C(=O)NC(C)C2CCCO2)csc1C (centres undefined)
    -1, -2, -10, /, -6, -4, -0.3
CC(=O)N(c1ccc2oc(=O)sc2c1)S(=O)(=O)c1ccc(C)cc1
    -2, 2, 1, 16, 4, -2, /
O=C(CC(F)(F)F)N1C[C@H]2[C@@H](c3ccccc31)[C@@H](CO)N2C(=O)c1cccnc1
    -1, 9, -10, 0, 17, 1, -0.5
O=C(c1cnn(C(=O)c2cccc(S(=O)(=O)N3CCOCC3)c2)c1)c1ccccc1O
    -2, -1, -6, /, 7, /, /
O=C(N/N=C/c1ccncc1)c1ccc(COc2cccc3cccnc23)cc1
    -2, 8, -6, -11, -7, -4, /

(listing goes on)
Every second line gives: SIRT5 inh, ERp5 block, S100A4 inh HTS, Statin myotox sup, DENV2 CPE rescue, PglD DTNB, E-selectin induc
C[C@@H]1CN([C@@H](C)CO)C(=O)c2cc(-c3ccccc3)cnc2O[C@@H]1CN(C)C(=O)Cc1ccccn1
    -3, -3, 0, -5, -4, 1, -0.2
C[C@@H]1CN([C@@H](C)CO)C(=O)c2cccc(NC(=O)c3cnccn3)c2O[C@@H]1CN(C)C(=O)Nc1cccc2ccccc12
    0, -7, 7, 9, 13, 2, -0.1
O=C1C(=O)N(CC(=O)N2CCCC2)c2ccccc21
    -2, 4, -2, /, 1, /, /
O=C(NC(=S)Nc1ccccc1C(F)(F)F)c1ccccc1F
    1, 1, 53, -15, 1, -1, /
NNC(=O)COc1ccc2oc3c(c2c1)CCCC3
    11, 6, -2, 5, 0, -1, 0.0
COc1ccc([C@H]2CC(=O)C[C@@H](CCn3cc(-c4ccncc4)nn3)O2)cc1
    2, 2, -4, /, -11, /, 1.2
CN1CCN(C(=O)c2cc3c(c(-c4cccc(-c5cccnc5)c4)n2)[C@@H](CCO)N(C(=O)CC2CC2)C3)CC1
    2&0, 7&-2, 7&-1, 13, -5&8, 2, 0.2
C[C@]12CC[C@H](O)C[C@@H]1CC[C@@H]1[C@@H]2CC[C@@]2(C)[C@H]1CCC(=O)[C@]21CCCO1
    0, 1, -3, -9, 5, 0, -0.1

This is a subset. The share of hits here may be higher or lower than overall.
